EP2 antag – human EP2 receptor antagonists, primary screen, TR-FRET cAMP, C6 glioma cells. Prostaglandin E2 receptor EP2 subtype (Homo sapiens), P43116. 260,000 tested, 0.52% active. inhibition, % at 25 µM. C6 glioma cells expressing human EP2; cells stimulated with saturating PGE2;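 active = percent inhibition above 40 after rounding to a whole number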;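 also: rat C6 glioma host cells with rolipram phosphodiesterase inhibitor present; the protocol text gives 20 µM as final concentration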
Target sequence (P43116 whole entry, looked up): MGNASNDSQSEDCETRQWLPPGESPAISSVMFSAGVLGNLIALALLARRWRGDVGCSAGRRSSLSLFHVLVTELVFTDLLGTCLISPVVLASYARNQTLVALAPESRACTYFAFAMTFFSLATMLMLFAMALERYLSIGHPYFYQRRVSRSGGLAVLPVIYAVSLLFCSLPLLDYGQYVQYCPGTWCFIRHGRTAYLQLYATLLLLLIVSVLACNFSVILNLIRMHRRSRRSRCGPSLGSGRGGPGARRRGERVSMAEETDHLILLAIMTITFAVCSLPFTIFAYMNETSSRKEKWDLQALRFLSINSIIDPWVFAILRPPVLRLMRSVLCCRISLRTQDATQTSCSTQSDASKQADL
EP2 modulator – EP2 receptor modulators, cAMP readout, primary screen, cell-based, HTRF cAMP, PGE2 stimulation; Prostaglandin E2 receptor EP2 subtype (Homo sapiens), P43116; EP2-expressing cells, cAMP HTRF FRET, PGE2 co-stimulation; induction, % at 25 µM; 260,000 tested, 0.83% active; AID 940, 2007;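 active = compounds whose cAMP rise, as percent of the full-agonist control response, exceeds 60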;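 also: rat C6 glioma line stably carrying human EP2 under a CMV promoter; the protocol text gives 20 µM as final concentration; 100% = response of wells given 1 µM PGE2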
Active calls of the source: *; & = joins results of further samples.

Values run as follows: EP2 antag	EP2 modulator
> Cc1ccc2[nH]c(CN3CCN(S(=O)(=O)N4CCOCC4)CC3)c(C)c2c1
    5	-92
> COc1ccc(NC(=O)CSc2nnnn2-c2ccc(F)cc2)c(OC)c1
    27	-37
> CC(=O)Nc1cccc(NC(=O)CSc2nc3c(C)cccc3cc2C)c1
    7	-49
> O=C(CC1OCC2CCCN2C1=O)Nc1ccccc1 (centres undefined)
    16	-20
> C=CCOc1ccccc1/C=C1\SC(N2CCN(CCC#N)CC2)=NC1=O
    12	-95
> COc1cc2cc(C#N)c(SCC(=O)NCCc3c[nH]c4ccccc34)nc2cc1OC
    5	-14
> Cc1nc(NCCNC(=O)c2cccc(F)c2)c2c3c(sc2n1)CCCC3
    17	-70
> Cc1ccc([C@@]2(C)CC/C(=N\N=C3/CC[C@](C)(c4ccc(C)c(C)c4)c4cc(C)c(C)cc43)c3cc(C)c(C)cc32)cc1C
    38	17
> Nc1ccc(CCNc2ncnc3c2ncn3C2OC(CO)C(O)C2O)cc1 (centres undefined)
    19	15
> CCc1ccc2[nH]c(=O)c(CN(Cc3cccnc3)Cc3nnnn3Cc3ccco3)cc2c1
    7	-26
> CCOc1ccc(NC(=O)c2c(O)c3ccccc3n(C)c2=O)cc1
    16	-80
> Cc1ccc(CN(CCCn2ccnc2)Cc2cccc(O)c2)s1
    4	16
> Cc1nn(C)cc1S(=O)(=O)N1Cc2ccccc2CC1C(N)=O (centres undefined)
    1	-32
> CCS(=O)(=O)N1CCN(Cc2cnc(N3CCOCC3)nc2)CC1
    7	30
> CC1(C)c2ssc(=S)c2-c2ccccc2N1C(=O)CSC#N
    12	-80
> Cc1nc2c(c(=O)[nH]1)CN(C(=O)C1(c3ccc(Cl)cc3)CCC1)CC2
    12	11
> COc1ccc2c(c1)N(CC[C@H]1CCCCN1C)c1ccccc1S2
    41*	-55
> OC[C@H]1O[C@@H](n2cnc3c(NC4CCCCC4)ncnc32)[C@H](O)[C@@H]1O
    10	-16
> CC(=O)Cn1nnc(-c2ccc(C)cc2)n1
    10	0
> O=C(CSc1nnc(-c2c[nH]c3ccccc23)o1)c1ccc(F)cc1
    11	-64
> CCc1ccccc1NC(=O)CSc1nnc(-c2ccoc2C)n1Cc1ccco1
    10	3
> Cc1c(CN(Cc2ccccc2F)C2CC(C)(C)NC(C)(C)C2)cnn1C
    7	-41
> COc1ccc(N2CCN(C(=O)CN(c3cc(OC)ccc3OC)S(C)(=O)=O)CC2)cc1
    5	5
> O=C(CCn1nnc2ccccc21)Nc1ccc(Br)cc1
    4	-29
> Cn1c(=O)n(C)c2cc(CN(Cc3cccc(F)c3)CC3CCCO3)ccc21 (centres undefined)
    4	49
> CCOc1ccc(-n2c(SCC(=O)Nc3ccc(OC)cc3)nc3ccccc3c2=O)cc1
    10	0
> COc1ccc(C(NC(=O)c2csc(C(C)=O)c2)c2ccncc2)cc1 (centres undefined)
    8	-9
> CSc1ccc(C2C3=C(CC(C)(C)CC3=O)Nc3cc4c(cc32)OCO4)cc1 (centres undefined)
    13	26
> COc1ccnc(Cn2nc3c4c(C)c(C)sc4nc(C)n3c2=O)c1OC
    10	-28
> CCOc1ccc(C(=O)N2CCC(n3nnc4ccccc43)CC2)cc1
    4	-8
> O=[N+]([O-])c1ccc(NC2CCCCC2)nc1
    9	-68
> O=C(O)C[n+]1ccccc1
    9	29
> COC(=O)c1c(NC(=O)C(C)C)sc(C(=O)Nc2ccc(C)c(Cl)c2)c1C
    12	-21
> Cc1cccc(NC(=S)N(Cc2ccco2)Cc2cc3c(C)cc(C)cc3[nH]c2=O)c1
    7	-4
> O=C(CN1CCC(O)(c2ccccn2)CC1)Nc1cccc(C(F)(F)F)c1
    8	-69
> COc1ccc(Cn2nnnc2C(c2cc3cc(OC)c(OC)cc3[nH]c2=O)N2CCCCC2)cc1 (centres undefined)
    9	2
> Cc1cccc(C(C)C)c1NS(=O)(=O)c1cccs1
    8	54
> Cc1cccc2cc(C#N)c(SCC(=O)N3CCCCCC3)nc12
    15	27
> Cc1ccc2c(c1)cc(CN(C(=O)c1cccs1)C1CCCC1)c1nnnn12
    11	10
> N#Cc1cnc(SCC(=O)NNC(=O)COc2ccccc2)nc1N
    11	2
> Cc1cc2cc(CN(CCN(C)C)C(=S)Nc3ccccc3)c(=O)[nH]c2cc1C
    5	-53
> O=C(Nc1ccc(Cl)c(C(F)(F)F)c1)c1nc2ncccn2n1
    14	-60
> CCOC(=O)Cc1csc(NC(=O)CSc2nc3cc4c(cc3cc2CC)OCCO4)n1
    14	23
> Cn1ccnc1C(NC(=O)Cc1ccc(S(C)(=O)=O)cc1)c1ccccc1 (centres undefined)
    6	13
> Cc1ccc(C2=NN(CC(=O)NCCN(C)C)C(=O)c3cc4ccccc4n3C2)cc1
    11	-54

Part of the list above, set out differently.
| compound | EP2 antag | EP2 modulator |
| --- | --- | --- |
| O=C(O)C[n+]1ccccc1 | 9 | 29 |
| COC(=O)c1c(NC(=O)C(C)C)sc(C(=O)Nc2ccc(C)c(Cl)c2)c1C | 12 | -21 |
| Cc1cccc(NC(=S)N(Cc2ccco2)Cc2cc3c(C)cc(C)cc3[nH]c2=O)c1 | 7 | -4 |
| O=C(CN1CCC(O)(c2ccccn2)CC1)Nc1cccc(C(F)(F)F)c1 | 8 | -69 |
| COc1ccc(Cn2nnnc2C(c2cc3cc(OC)c(OC)cc3[nH]c2=O)N2CCCCC2)cc1 (centres undefined) | 9 | 2 |
| Cc1cccc(C(C)C)c1NS(=O)(=O)c1cccs1 | 8 | 54 |
| Cc1cccc2cc(C#N)c(SCC(=O)N3CCCCCC3)nc12 | 15 | 27 |
| Cc1ccc2c(c1)cc(CN(C(=O)c1cccs1)C1CCCC1)c1nnnn12 | 11 | 10 |
| N#Cc1cnc(SCC(=O)NNC(=O)COc2ccccc2)nc1N | 11 | 2 |
| Cc1cc2cc(CN(CCN(C)C)C(=S)Nc3ccccc3)c(=O)[nH]c2cc1C | 5 | -53 |
| O=C(Nc1ccc(Cl)c(C(F)(F)F)c1)c1nc2ncccn2n1 | 14 | -60 |
| CCOC(=O)Cc1csc(NC(=O)CSc2nc3cc4c(cc3cc2CC)OCCO4)n1 | 14 | 23 |
| Cn1ccnc1C(NC(=O)Cc1ccc(S(C)(=O)=O)cc1)c1ccccc1 (centres undefined) | 6 | 13 |
| Cc1ccc(C2=NN(CC(=O)NCCN(C)C)C(=O)c3cc4ccccc4n3C2)cc1 | 11 | -54 |

Continuation.
Values run as follows: EP2 antag	EP2 modulator
> CNC(=S)N(Cc1ccc(F)cc1)Cc1cc2cc3c(cc2[nH]c1=O)OCCO3
    10	-14
> Cc1ccc(C)c2[nH]c(=O)c(CN(Cc3ccc4c(c3)OCO4)S(=O)(=O)c3ccc(F)cc3)cc12
    20	-17
> O=C(c1ccco1)N(Cc1ccccc1)Cc1nc2sc3c(c2c(=O)[nH]1)CCCC3
    7	5
> CCNC(=S)N(CCN1CCOCC1)Cc1cc2ccc(C)cc2[nH]c1=O
    10	1
> CCCC(=O)Nc1nnc(SCC(=O)Nc2ccc(F)c(Cl)c2)s1
    4	-52
> CCc1cc2cc3c(cc2nc1SCC(=O)c1ccc(NC(C)=O)cc1)OCCO3
    13	-56
> CCOC(=O)c1cnc(SCC(=O)NNC(=O)COc2ccc(CC)cc2)nc1N
    8	20
> CCn1c(SCC(=O)Nc2ccccc2Cl)nc2c1c(=O)n(C)c(=O)n2C
    7	-66
> Cc1cc(C)cc(OCC(=O)NCc2ccccn2)c1
    8	-48
> COC(=O)c1c(NC(=O)c2ccc(OC)c(OC)c2)sc(C(=O)Nc2cccc(Cl)c2)c1C
    15	8
> C=C1[C@H]2CC[C@@]3(C)[C@H](c4ccoc4)OC(=O)C[C@]13O[C@H]1C[C@H](O)C(C)(C)[C@H](CC(=O)OC)[C@]12C
    9	1
> COc1ccc(C2C(C(=O)Nc3ccccc3C)=C(C)NC3=C2C(=O)CCC3)cc1OC (centres undefined)
    13	-6
> C=CCn1c(N2CCC(C(=O)NCc3ccc(OC)cc3)CC2)nc2ccccc21
    12	-61
> CCOc1ccc2[nH]c(C(=O)NC3CCCOC3)c(C)c2c1 (centres undefined)
    4	-82
> COc1ccccc1NC(=O)CSc1nc(-c2cccs2)cc(C(F)(F)F)n1
    11	-60
> CC1CCC2(OC1)OC1CC3C4CCC5C[C@@H](O)CCC5(C)C4=CCC3(C)C1[C@@H]2C (some centres undefined)
    18	20
> Cc1cc2c(s1)c1cnn(CC(=O)O)c(=O)c1n2Cc1ccc(F)cc1
    5	-97
> COc1ccc(-c2nnc(SCC(=O)Nc3ccc4c(c3)OCCO4)n2C)cc1
    9	-41
> CC1(C)CC2(C)CC1CC2NC(=O)CC[N+]1(C)CCOCC1 (centres undefined)
    14	0
> CCOc1ccc(-n2c(SCC(=O)NC(C)CC)nnc2-c2ccoc2C)cc1 (centres undefined)
    17	10
> Nc1nc2ccccc2n1CCCOc1ccccc1Cl
    4	-66
> Cc1ccc(NC(=O)COc2cccc(-n3cnnn3)c2)cc1
    13	-58
> O=S(=O)([O-])CCc1cc[n+](CC(O)CCl)cc1 (centres undefined)
    14	-11
> O=C(O)C1=CCNCC1
    14&11&9	20&7
> COc1ccc2cc(CN(Cc3ccc(Cl)cc3)C(=O)NC3CCCCC3)c(=O)[nH]c2c1
    9	-10
> CCOc1ccc(N2CC(C(=O)Nc3cccc(F)c3)CC2=O)cc1 (centres undefined)
    4	-31
> COC(=O)CSc1nnc(Cc2csc(Nc3ccc(F)cc3)n2)n1C
    10	-4
> CCC(=O)Nc1ccc(NC(=O)CSc2nc3c(C)cc(C)cc3cc2C)cc1C
    12	-14
> CC(C)(C)c1ccc(Cn2nnc3c(=O)[nH]c(C4CCCN(C(=O)C5CCC5)C4)nc32)cc1 (centres undefined)
    19	-13
> O=C(NCc1noc(-c2ccccc2)n1)c1cc(-c2ccccn2)n[nH]1
    5	-105
> Cc1ccccc1NC(=O)N1CCCC1C(=O)NC1CCCC1 (centres undefined)
    7	-6
> Cc1cc(C)c2cc3cc(C(=O)O)sc3nc2c1
    13	0
> Cc1ccc(C(O)CN2CCC(O)(c3ccccc3F)CC2)cc1C (centres undefined)
    4	-61
> CCn1c(COc2cccc(C)c2)nnc1SCC(=O)Nc1sc2c(c1C#N)CCCC2
    3	-43
> COc1ccc(OC)c(C(=O)CSc2nnc(-c3ccccc3N)n2C)c1
    11	-6
> CCn1c(SCC(=O)Nc2cc(Cl)ccc2C)nc2ccccc2c1=O
    18	16
> Cc1ccccc1C1(O)CCN(C(=O)CCCc2cn(C)c3ccccc23)CC1
    8	-83
> CC1CCc2c(sc3ncn4c(SCC(=O)c5ccccc5F)nnc4c23)C1 (centres undefined)
    14	38
> CC(C)(C)c1csc(NC(=O)CSc2nnc(NC(=O)C3CCC3)s2)n1
    14	40
> COc1ccc(S(=O)(=O)N(CC(=O)Nc2ccc3c(c2)OCCO3)c2ccccc2OC)cc1
    8	6
> COc1cc(OC)cc(C(=O)N2CCN(C3CC4CCC3C4)CC2)c1 (centres undefined)
    6	-25
> OC1(c2ccccc2)CCN(Cc2ccc(OCc3ccccn3)cc2)C1 (centres undefined)
    10	-80
> CCCC(=O)Nc1sc(C(=O)NC2CCCCC2)c(C)c1C(=O)OC
    20	18
> Cc1ccc(CNC(=O)Cn2ncc3c4oc(C)cc4n(C)c3c2=O)o1
    7	-25
> COc1cccc2cc(C(=O)Nc3ccc(S(=O)(=O)N4CCCCC4C)cc3)c(=O)oc12 (centres undefined)
    10	8
> O=C(Nc1nc2ccccc2s1)c1ccc2c(c1)OCCO2
    27	-55
> COc1ccc(NC(=O)C2CC(c3ccccc3O)=NO2)cc1OC (centres undefined)
    5	-69
> O=C(C1CC1)N1CCCc2cc(C(O)CN3CCCCC3)ccc21 (centres undefined)
    8	-13
> CCC(CN1CCCC1)NC(=O)Cc1sc(C)nc1-c1ccc(C)c(C)c1 (centres undefined)
    6	-40
> COc1ccc(-c2cc(C(F)(F)F)nc(SCC(=O)Nc3ccc(C)cc3C)n2)cc1OC
    12	-46
> Cc1ccc(NC(=O)Cn2nnc(-c3cccnc3)n2)cc1C
    10	-30
> O=[N+]([O-])c1ccc2c(c1)c(S(=O)(=O)O)cc1nonc12
    10	16
> CCCOc1ccc(-c2csc(NC(=O)CC)n2)cc1
    6	-14
> COc1cc2c(cc1OC)C(c1ccncc1)N(CC1=CCCOC1)CC2 (centres undefined)
    -2	-4
> CC(=O)OC(C)(C)[C@@H]1Cc2cc3ccc(=O)oc3cc2O1
    13	8
> Cc1ccc(S(=O)(=O)CCc2nnc(NC(=O)CCn3nnc4ccccc43)s2)cc1
    10	6
> O=C(CN1C(=O)CSC1=O)Nc1ccc(Cl)c(Cl)c1
    8	-50
> c1cc(-c2n[nH]c(C3CCNCC3)n2)ccn1
    5	-5
> COc1ccc(C(=O)O)cc1Cn1nc(C)cc1C
    7	0
> O=C(COc1ccc(Cl)cc1Cl)Nc1cccc(NC(=O)c2cccs2)c1
    15	-55

Further results follow:
Values run as follows: EP2 antag	EP2 modulator
> Cn1c(SCC(=O)Nc2ccc3c(c2)OCO3)nnc1C1CC1
    3	-1
> O=C(O)CSc1nc(-c2ccccc2)nc2ccc(F)cc12
    12	89*
> COc1ccc(-c2nnc(SCC(=O)Nc3ccccc3C)n2C)cc1OC
    5	-1
> O=C(Nc1ccc(N2CCN(C(=O)c3cccs3)CC2)c(Cl)c1)c1ccccc1
    15	-82
> CCc1ccc2[nH]c(=O)c(CN(Cc3ccc(OC)cc3)C(=O)Nc3ccc(OC)cc3)cc2c1
    17	-9
> CCOc1cccc(/C=C/c2[nH]c(=O)[nH]c(=O)c2[N+](=O)[O-])c1O
    6	-24
> C/C(=N\NC(N)=S)c1ccc[nH]1
    9	-1

Screens (PubChem)

An excerpt. The share of hits here may be higher or lower than overall.
